M4 PAM = positive allosteric modulators of human muscarinic M4 receptor; P08173; CHO-K1 hM4/Gqi5, Fluo-8 calcium fluorescence, ACh EC20; 0% = ACh EC20, 100% = maximal ACh; activation, % at 3 µM; 0.4% of 360,000 active; AID 624126;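 active = activation above its plate's cutoff, the mean activation of sample wells plus 3 SD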; note: some results filed as inactive read as strong as hits
Target sequence (P08173 whole entry, looked up): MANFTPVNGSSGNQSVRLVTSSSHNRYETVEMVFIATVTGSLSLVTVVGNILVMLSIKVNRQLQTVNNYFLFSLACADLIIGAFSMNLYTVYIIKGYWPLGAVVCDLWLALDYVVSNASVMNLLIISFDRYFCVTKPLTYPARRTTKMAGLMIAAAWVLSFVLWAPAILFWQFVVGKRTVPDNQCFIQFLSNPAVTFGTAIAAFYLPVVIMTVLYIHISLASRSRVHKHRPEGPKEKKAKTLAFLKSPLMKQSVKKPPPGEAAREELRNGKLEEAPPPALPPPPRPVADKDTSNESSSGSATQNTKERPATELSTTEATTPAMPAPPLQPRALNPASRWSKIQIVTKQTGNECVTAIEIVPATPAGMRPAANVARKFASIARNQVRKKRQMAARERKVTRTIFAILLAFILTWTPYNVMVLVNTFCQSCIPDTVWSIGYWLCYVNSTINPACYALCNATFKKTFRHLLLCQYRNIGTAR
CHRM4 agonist = CHRM4 agonism in calcium assay. CHO-K1 hM4/Gqi5, Fluo-8 calcium fluorescence; vehicle 0%, full acetylcholine response 100%. activation, % at 3 µM. P08173. 0.14% of 360,000 active. AID 624127;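 active = activation above the run mean over all test wells plus 3 SD, cut at about 32% in these data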;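 note: peak over basal fluorescence ratio per well then scaled between controls; 0% = DMSO wells and 100% = acetylcholine at EC100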
CHRM5 antagonist = CHRM5 antagonism in calcium assay | P08912 | CHO-hM5 cells, Fluo-8 calcium fluorescence, ACh EC80 | inhibition, % at 3 µM | 0.59% of 360,000 active | AID 624040;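 active = inhibition above a per-plate cutoff, the mean of that plate's test compounds plus 3 SD, cut at about 27% in these data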;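 note: 0% = acetylcholine EC80 with DMSO and 100% = DMSO without agonist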
Target sequence (P08912 whole entry, looked up): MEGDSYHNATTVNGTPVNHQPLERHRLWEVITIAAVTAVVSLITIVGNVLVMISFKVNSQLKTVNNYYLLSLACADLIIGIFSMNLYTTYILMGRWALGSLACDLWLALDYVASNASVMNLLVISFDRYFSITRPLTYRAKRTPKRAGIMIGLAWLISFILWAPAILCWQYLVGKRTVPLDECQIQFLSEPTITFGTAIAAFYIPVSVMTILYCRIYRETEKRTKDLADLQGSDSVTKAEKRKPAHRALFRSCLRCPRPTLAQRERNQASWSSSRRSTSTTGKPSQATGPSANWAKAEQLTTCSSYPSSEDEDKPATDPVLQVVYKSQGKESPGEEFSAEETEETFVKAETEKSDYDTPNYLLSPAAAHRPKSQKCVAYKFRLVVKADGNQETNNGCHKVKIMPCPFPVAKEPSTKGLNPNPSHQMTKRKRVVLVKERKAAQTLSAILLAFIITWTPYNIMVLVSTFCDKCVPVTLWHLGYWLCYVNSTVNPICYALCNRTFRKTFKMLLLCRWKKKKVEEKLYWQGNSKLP
CHRM4 antagonist = antagonists of human muscarinic M4 receptor (CHRM4); P08173; CHO-hM4 cells, ACh EC80, Fluo-8 calcium fluorescence; inhibition, % at 3 µM; 0.73% of 360,000 active; AID 624125;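 active = inhibition above its plate's cutoff, the mean inhibition of sample wells plus 3 SD, cut at about 27% in these data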;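 note: 0% = acetylcholine EC80 with DMSO and 100% = DMSO without agonist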
CHO-K1 Ca antag = counter-screen for M1 antagonists: effect in parental CHO-K1 cells. inhibition, % at 3 µM. ATP-induced calcium, Fluo-8 fluorescence. 0.6% of 360,000 active;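 active = inhibition above a per-plate cutoff, the plate's mean sample inhibition plus 3 SD, cut at about 24% in these data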;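 note: 0% = DMSO plus EC80 ATP and 100% = DMSO alone without ATP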
M5 ag = CHRM5 agonism in calcium assay; P08912; CHO-K1 hM5 cells, Fluo-8 calcium fluorescence; 0% DMSO wells, 100% maximal acetylcholine response; activation, % at 3 µM; 0.19% of 360,000 active; AID 624037;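 active = activation above the run's mean over test compounds plus 3 SD, cut at about 23% in these data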;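 note: signal is peak over basal fluorescence ratio across the kinetic read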
CHRM5 PAM = potentiates acetylcholine response at human M5 receptor. P08912. CHO-K1 hM5, Fluo-8 calcium, ACh EC20 PAM; 0% = ACh EC20, 100% = ACh EC100. activation, % at 3 µM. 0.3% of 360,000 active;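 active = activation above the run cutoff, the mean activation of all test compounds plus 3 SD, cut at about 18% in these data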
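System – CHO-K1 hM5 cells · Compound – 3 µM, single dose · Incubation – compound preincubation 140 s before EC20 acetylcholine addition · Technique – Fluo-8 calcium fluorescence · Measure – Max/basal fluorescence ratio as % of EC20–EC100 ACh window · Benchmarks – low control EC20 acetylcholine (0%), high control EC100 acetylcholine (100%) · Replication – singlicate, one well per test compound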
M1 PAM parental = nonselective activator or artifact in parental CHO-K1 calcium assay | ATP EC20, Fluo-8 calcium fluorescence; 0% at ATP EC20, 100% at ATP max | 0.02% of 360,000 active | activation, % at 3 µM;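 active = activation above the run cutoff, the mean activation of all test compounds plus 3 SD, cut at about 40% in these data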;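 note: peak over basal fluorescence ratio in a 140 s read after ATP addition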
M1 ag parental = M1 agonist counterscreen hit in parental CHO-K1 cells; 0.48% of 360,000 active; activation, % at 3 µM; Fluo-8 calcium fluorescence; scaled to maximal ATP response, vehicle zero; AID 602248; in the data active = activation above about 15%;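 note: untransfected CHO-K1 host cells lacking M1 receptor as counterscreen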
* marks the source's active call; other numbers are inactive results.

Start of the data: the first 3 compounds as a preview:
SMILES	M4 PAM	CHRM4 agonist	CHRM5 antagonist	CHRM4 antagonist	CHO-K1 Ca antag	M5 ag	CHRM5 PAM	M1 PAM parental	M1 ag parental
COc1cc(NC(=O)CSCC(=O)Nc2cccc(C(F)(F)F)c2)c(Cl)cc1Cl	-2	1	16	-8	3	0	-5	11	2.2
COc1ccccc1NS(=O)(=O)c1cc(NC(=O)c2ccc(Cl)nc2)ccc1N1CCCC1	-3	9	8	-23	-12	-5	-27	-2	1.0
O=C(C(c1ccccc1)C(O)(c1ccccc1)c1ccccc1)N1CCOCC1 (stereo unspecified)	0	0	13	4	-7	2	0	8	-0.7

The whole of this part, previewed entries included:
SMILES	M4 PAM	CHRM4 agonist	CHRM5 antagonist	CHRM4 antagonist	CHO-K1 Ca antag	M5 ag	CHRM5 PAM	M1 PAM parental	M1 ag parental
COc1cc(NC(=O)CSCC(=O)Nc2cccc(C(F)(F)F)c2)c(Cl)cc1Cl	-2	1	16	-8	3	0	-5	11	2.2
COc1ccccc1NS(=O)(=O)c1cc(NC(=O)c2ccc(Cl)nc2)ccc1N1CCCC1	-3	9	8	-23	-12	-5	-27	-2	1.0
O=C(C(c1ccccc1)C(O)(c1ccccc1)c1ccccc1)N1CCOCC1 (stereo unspecified)	0	0	13	4	-7	2	0	8	-0.7
CC(C)(C)C1CCC2(CC1)NC(CO)(CO)CO2 (stereo unspecified)	-4	0	3	2	-7	1	0	6	0.0
O=C(COC(=O)c1cccs1)Nc1ccc(S(=O)(=O)N2CCOCC2)cc1	8	3	4	-10	-4	0	-3	12	0.9
Cn1c(SCC(=O)NCc2ccccc2)nnc1C1CC1	4	0	-5	0	-6	-2	1	12	-0.6
CCOC(=O)c1c(S(=O)(=O)NCCc2ccc(OC)c(OC)c2)c(C)n(C)c1C	-4	0	1	7	-16	-1	8	9	0.4
OC(c1ccc(F)c(F)c1)c1nc(-c2ccc3ccccc3c2)cs1 (stereo unspecified)	1	6	1	5	-10	1	-3	15	0.6
Cc1nc2ccccc2nc1OCC(=O)Nc1ccc(F)cc1	5	0	-12	-5	-9	-4	1	2	2.2
COC(=O)c1c(NC(=O)C2Cc3ccccc3C(=O)O2)sc2c1CCCC2 (stereo unspecified)	-2	0	7	6	1	-3	1	16	0.2
CCOC(=O)[C@]12CCC=C1N(CCC1=CCCCC1)C(=O)[C@H](CC(=O)NCCCCc1ccccc1)C2	-5	-2	0	12	-3	0	-1	3	-0.5
CC(=O)c1c(C)[nH]c(C(=O)CSc2nnc(-c3ccco3)n2Cc2ccccc2)c1C	-19	14	1	2	11	2	-8	-8	3.6
CN1CCN(C(=S)c2cn(Cc3ccccc3)c3ccccc23)CC1	4	4	8	3	-21	-2	0	19	2.9
Cc1cc([N+](=O)[O-])nn1CC(=O)N(C)Cc1ccccc1	3	1	-11	-1	-3	2	12	10	0.7
N#C/C(=C\c1ccc(N2CCOCC2)o1)C(=O)NCC1CCCO1 (stereo unspecified)	3	6	1	-4	-5	5	-3	15	4.0
COc1cc2[nH]c(=O)n(CCCCCC(=O)N3CCN(c4ccccn4)CC3)c(=O)c2cc1OC	12	3	-2	1	17	3	4	-4	0.6
CN(Cc1ccccc1)C(=O)CCCn1c(=O)[nH]c2cc(Cl)ccc2c1=O	16	7	-4	-2	-6	4	8	18	4.9
O=C(NC1CCCC1)C1CCCN1C(=O)Oc1ccccc1 (stereo unspecified)	4	1	-3	-4	-7	2	3	12	0.1
COc1ccc(C2C(C(C)=O)=C(O)C(=O)N2CCc2c[nH]c3ccccc23)cc1 (stereo unspecified)	2	0	0	-3	-5	-2	-1	6	0.0
CCc1ccc(N2CC(C(=O)Nc3ccc(S(=O)(=O)N4CCCCC4)cc3)CC2=O)cc1 (stereo unspecified)	8	1	15	2	4	-4	-4	-12	-0.1
NC(=O)CSc1nnc(-c2ccoc2)o1	5	1	0	-1	-8	-3	1	10	-0.3
CCNC(=O)C1(C)CCCN(Cc2cccc(Oc3ccccc3)c2)C1 (stereo unspecified)	7	0	4	-14	13	-2	-5	-6	0.0
O=C(/C=C/c1ccco1)Nc1nc(-c2ccccn2)cs1	5	8	-4	-15	-8	-7	4	3	2.1
CC(=O)/C(=N\Nc1cccc(Cl)c1)Sc1nnc(-c2ccccc2)n1-c1ccccc1	2	0	2	7	-10	0	-1	27	0.6
CCOC(=O)c1cc(C)n(Cc2ccc(OCC)c(OC)c2)c1C	0	0	-3	-3	-12	0	-3	20	3.9
CC(=O)C1=C(O)C(=O)N(c2nccs2)C1c1ccc(F)cc1 (stereo unspecified)	3	0	-8	-13	-1	-1	3	3	-0.5
COc1ccc(C(=NN)c2ccc(OC)cc2)cc1	12	0	3	1	-2	-4	11	0	0.0
c1ccc(CNCCCn2cnc3c(OCc4ccccc4)ncnc32)cc1	4	2	1	-19	-7	-2	6	5	0.5
COc1ccc(C(=O)NCc2ccc(Cl)c(Cl)c2)cc1OC	12	3	-6	-7	-13	-5	-1	16	0.7
OC(CNc1ccccc1)COc1ccc(OCC(O)CNc2ccccc2)cc1 (stereo unspecified)	3	18	8	2	-5	8	-6	14	8.3
O=C(Nc1cccc(NC(=O)c2cccc(F)c2)c1)c1ccccc1	-7	6	6	-1	5	-4	-18	-10	2.2
Cc1cnc(NC(=O)c2ccc3c(c2)OCCO3)s1	11	4	1	-10	-14	2	3	24	1.1
CCN1C(=O)[C@H]2[C@@H](c3ccc(-c4ccc(F)cc4)cc3)N[C@@](C)(C(=O)OC)[C@H]2C1=O	1	3	0	7	-10	-3	-4	11	0.3
CCN(CC)C(=O)CSc1nc2c(sc(=S)n2CC)c(=O)n1-c1ccccc1	2	5	2	6	-5	-3	-11	10	1.8
Cc1ccc(CSCC(=O)N(C)CC(=O)Nc2ccc(Br)cc2C)cc1	5	0	7	-9	1	-1	-4	0	0.9
O=C(Nc1nc2ccccc2n1CCOc1ccccc1)c1ccco1	7	6	9	-3	3	-1	-8	3	1.5
CN(Cc1cnn(C)c1)C(=O)c1cc2ccccc2oc1=O	0	0	-2	9	-5	-1	0	12	0.4
COc1ccc(Cl)cc1-c1noc([C@@H]2O[C@H](CO)[C@@H](O)[C@H]2O)n1	2	1	2	3	-10	2	-2	6	0.6
COc1ccc(C(C)=O)cc1Cn1c(C)c(C(=O)NCCC#N)sc1=O	6	1	1	-5	-1	1	-7	2	-0.1
O=S1(=O)CCN(C2CCCCCC2)CC1	-2	-1	8	-15	18	0	-4	-14	-0.1
c1ccc(-c2nccc(-c3ccc(-n4cnc5ccccc54)cc3)n2)nc1	-7	12	4	6	1	1	-9	16	4.0
COc1cccc(-c2cnc3c(NC(C)=O)cc(-c4ccccc4OC)cn23)c1	-9	3	11	11	7	-2	-14	6	0.7
Cc1n[nH]c(C)c1S(=O)(=O)N(CC(=O)N1CCc2ccccc21)c1ccc(C(C)C)cc1	3	1	-4	-12	-3	0	2	1	0.2
CCOC(=O)NC(=O)/C(C=Nc1ccc(Cl)cc1)=C(\C)O	1	0	8	2	4	-2	-2	6	2.1
COc1ccc(NS(=O)(=O)c2ccc(C)c(C(=O)N(C)CCc3ccc(OC)c(OC)c3)c2)cc1	-7	4	4	5	-7	6	-3	-5	3.0

Laid out differently: 4 of the compounds above.
O=C(/C=C/c1ccco1)Nc1nc(-c2ccccn2)cs1
  M4 PAM: 5 | CHRM4 agonist: 8 | CHRM5 antagonist: -4 | CHRM4 antagonist: -15 | CHO-K1 Ca antag: -8 | M5 ag: -7 | CHRM5 PAM: 4 | M1 PAM parental: 3 | M1 ag parental: 2.1
CC(=O)/C(=N\Nc1cccc(Cl)c1)Sc1nnc(-c2ccccc2)n1-c1ccccc1
  M4 PAM: 2 | CHRM4 agonist: 0 | CHRM5 antagonist: 2 | CHRM4 antagonist: 7 | CHO-K1 Ca antag: -10 | M5 ag: 0 | CHRM5 PAM: -1 | M1 PAM parental: 27 | M1 ag parental: 0.6
CCOC(=O)c1cc(C)n(Cc2ccc(OCC)c(OC)c2)c1C
  M4 PAM: 0 | CHRM4 agonist: 0 | CHRM5 antagonist: -3 | CHRM4 antagonist: -3 | CHO-K1 Ca antag: -12 | M5 ag: 0 | CHRM5 PAM: -3 | M1 PAM parental: 20 | M1 ag parental: 3.9
CC(=O)C1=C(O)C(=O)N(c2nccs2)C1c1ccc(F)cc1 (stereo unspecified)
  M4 PAM: 3 | CHRM4 agonist: 0 | CHRM5 antagonist: -8 | CHRM4 antagonist: -13 | CHO-K1 Ca antag: -1 | M5 ag: -1 | CHRM5 PAM: 3 | M1 PAM parental: 3 | M1 ag parental: -0.5

(list continues)
SMILES	M4 PAM	CHRM4 agonist	CHRM5 antagonist	CHRM4 antagonist	CHO-K1 Ca antag	M5 ag	CHRM5 PAM	M1 PAM parental	M1 ag parental
CC(C)(C)n1nnnc1C(c1ccccc1F)N1CCN(C2CCCC2)CC1 (stereo unspecified)	15	1	-2	-10	13	-7	-2	-7	-0.1
COCON1C(=O)CN(C(C)=O)C1c1ccc(Cl)cc1Cl (stereo unspecified)	1	0	-3	0	-4	-3	-6	10	0.1
Cc1ccnc2nc(C(=O)OCC(=O)Nc3ccccc3C(C)(C)C)nn12	-2	1	6	-1	-12	4	2	19	0.8
O=C1CCSc2ccc(Cl)cc2N1Cc1ccc(Cl)cc1	-20	-1	0	9	-5	-10	-16	18	2.0
Cc1ccc(-c2csc(NC(=O)C3=NN(c4ccccc4)C(=O)CC3)n2)cc1	-18	17	2	25	1	2	-15	15	5.7
CCOC(=O)N1CCN(C(=O)c2ccc3c(c2)N=C(C)c2cc(Cl)ccc2S3)CC1	0	4	11	-1	-7	-7	-5	7	4.3
O=C(NNc1ccccc1)NC(Cc1ccccc1)C(=O)O (stereo unspecified)	1	0	14	-9	-4	-2	4	0	0.3
CC1(C(=O)Nc2cnc3ccccc3c2)CCN1C(=O)CCc1ccccc1 (stereo unspecified)	-4	5	11	2	5	2	-8	-7	1.2
O=C(Oc1ccc(-c2nnco2)cc1)c1ccco1	3	1	5	-5	1	2	0	8	-0.2
COc1cc(CCCN2CCNC[C@@H]2CC2CCCCC2)cc(OC)c1OC	0	0	10	-13	-5	1	3	2	0.5
Cc1ccc2nc(NC(=O)c3ccc(Cn4cc(Cl)cn4)o3)sc2c1	-1	6	-4	3	-7	-3	-3	15	0.6
CCN(Cc1ccncc1)C(=O)C1CCN(S(=O)(=O)c2cccs2)CC1	-7	1	7	2	15	0	-7	6	0.0
CCOc1ccc(Cl)cc1-c1cc(C(=O)NCc2cc(C(F)(F)F)cc(C(F)(F)F)c2)[nH]n1	4	0	-4	-12	5	1	-1	2	0.1
O=C(CCC1CCCCC1)Nc1cc(C(F)(F)F)ccc1N1CCOCC1	-2	-1	10	-13	-7	2	-4	-2	0.0
Cc1ccccc1CSCC1Nc2ccc(C(=O)NCCc3ccccc3)cc2NC1=O (stereo unspecified)	-1	0	11	-3	7	4	-2	4	0.2
CC(=O)N1CCCc2ccccc21	13	2	-1	-11	-21	0	-9	0	0.1

Screens as filed in PubChem.
